Source: PubChem BioAssay (National Center for Advancing Translational Sciences (NCATS))
ATXN2 expr inh: ATXN2 expression inhibition; hit rate 0.72% among 360,000; HEK-293 ATXN2-luciferase reporter, luminescence, 24 h; Potency, µM (top dose mostly 57 µM), for inactives: at the top dose activity change, negative = inhibition, most hits filed as inhibitors; AID 1745845; further: potency means the concentration at half of the fitted maximal effect; on the % scale 0 is the no-effect control and ±100 the full control effect; nearly all actives have a fitted effect of over 55% in size
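qHTS (up to 57 uM final) was run with 24 h compound exposure of reporter cells at 37 °C. Each well was multiplexed: SteadyGlo luminescence measured ATXN2-luciferase expression after a fluorogenic Gly-Phe-AFC viability readout (25 uM final).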
KB-V1 MDR tox: kills drug-selected multidrug resistant KB-V1 cells. AID 1347076. Potency, µM (titrated, usually from 46.1 µM), without a hit: at the highest dose activity change, negative = cytotoxicity, hits mostly cytotoxic. KB-V1 MDR cells viability, CellTiter-Glo, 72 h. hit rate 3.4% among 400,000; further: potency means the concentration at half of the fitted maximal effect; on the % scale 0 is the no-effect control and ±100 the full control effect; nearly all actives have a fitted effect of over 60% in size
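Potencies derive from concentration-effect curves fitted to normalized luminescence (CellTiter-Glo) of KB-V1 cells treated for 72 h at 37 degrees C in phenol-red-free DMEM containing 10% FBS.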
KB-3-1 cytotox: KB-3-1 parental cell cytotoxicity | KB-3-1 viability, CellTiter-Glo ATP luminescence, 72 h | Potency, µM (titrated, usually from 46.1 µM), inactives show at the top dose activity change, negative = cytotoxic, actives largely listed as cytotoxic | hit rate 1.4% among 400,000 | AID 1347075; further: potency means the concentration at half of the fitted maximal effect; on the % scale 0 is the no-effect control and ±100 the full control effect; nearly all actives have a fitted effect of over 60% in size
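Using CellTiter-Glo luminescence, growth of non-resistant KB-3-1 adenocarcinoma cells is assessed 72 h after pin-tool compound addition at 37 °C. Normalized responses across the concentration series yield fitted curves.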
HT1080 IDH1KD tx: kills HT-1080 cells with IDH1 knockdown. HT-1080 IDH1 knockdown viability, ATP luminescence, 48 h. Potency, µM (series often up to 46.1 µM), without a hit: at the highest dose activity, negative = toxicity, hits mostly cytotoxic. hit rate 2% among 360,000;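 further: potency means the concentration at half of the fitted maximal effect; 0% = DMSO wells and -100% = cell-free medium wells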
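HT-1080-IDH1KD cells (IDH1 knocked down), 750/well in RPMI with 5% FBS, treated with compound 48 h at 37 degrees C. Viability by CellTiter-Glo luminescence, normalised to DMSO and no-cell wells; concentration-response curves classed.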
WRN inhibitor: WRN helicase (human) inhibition | WRN helicase unwinding, fluorescent forked duplex, kinetic | Potency, µM (highest dose often 114 µM), for inactives: at the top dose activity change, negative = inhibition, actives largely listed as inhibitors | hit rate 0.46% among 360,000 | AID 651768; further: potency means the concentration at half of the fitted maximal effect; on the % scale 0 is the no-effect control and ±100 the full control effect; nearly all actives have a fitted effect of over 55% in size
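Primary qHTS, 1536-well format. 20 nM WRN + compound, 15 min RT; start with 100 nM forked fluorophore/quencher duplex, 2 mM ATP (final); kinetic read ex 525/em 598 nm.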
HT1080NT lethal: kills 2HG-producing HT-1080-NT fibrosarcoma cells; hit rate 1.6% among 360,000; Potency, µM (titrated, usually from 46.1 µM), for inactives: at the top dose activity, negative = less viability, hits mostly cytotoxic; HT-1080-NT fibrosarcoma viability, CellTiter-Glo ATP luminescence, 48 h;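 further: NT is the 2HG producing partner of a matched IDH1 knockdown line; potency means the concentration at half of the fitted maximal effect; 0% = DMSO-treated cells and -100% = media-only wells without cells; nearly all actives have a fitted effect of over 55% in size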
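Viability of the 2HG-overproducing fibrosarcoma line after 48 hours of compound exposure at 37 degrees C was determined by luminescence with CellTiter-Glo, and concentration-effect curves were then fitted and categorized.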
SW480 rereplic: inducers of DNA re-replication in SW480 colon cancer cells. SW480 DNA re-replication, Hoechst DNA content imaging, 48 h. hit rate 1.8% among 340,000. AID 624297. Potency, µM (top dose mostly 46.1 µM), for inactives: at the highest dose re-replication activation, hits mostly activators; further: potency means the concentration at half of the fitted maximal effect; % of control where 0% means no effect; nearly all actives have a fitted effect of over 55% in size
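Cells (250 per well) received 23 nL compound or DMSO by pin tool and were kept 48 hr at 37 C, 5% CO2. Nuclei were then stained with Hoechst for 40 min and scanned for DNA content.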
IL1B secr inh: blocks inflammasome-driven IL-1 beta release; THP-1 LPS/ATP IL-1B secretion, AlphaLISA, 16 h; stronger effect = lower value; activity change, % at 57.5 µM; hit rate 4.7% among 360,000; AID 743279; in the data active means activity change below about -50%; inconclusive means mostly about -30% to -49%; further: on the % scale 0 is the no-effect control and ±100 the full control effect
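Secreted IL-1B measured by AlphaLISA bead assay after 16 h compound exposure of THP-1 cells; compounds (final up to 57.5 uM) added 1 h before LPS (250 ng/mL) and ATP (1.25 mM) stimulation; lower signal means less secretion.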
MCF10A rerep: inducers of DNA re-replication in MCF 10A breast cells; hit rate 2.9% among 350,000; MCF 10A DNA re-replication, Hoechst nuclear intensity, 48 h; Potency, µM (highest dose often 46.1 µM), for the others: top-dose activity, positive = re-replication, hits mostly activators; AID 624296; further: potency means the concentration at half of the fitted maximal effect; % of control where 0% means no effect; nearly all actives have a fitted effect of over 50% in size
* hit, by the source's call; ? = inconclusive; · = no result given; & = joins results of further samples; [ ] = remark or other dose. Unless noted, the call rests on the fitted dose curve; in most records, active means well fitted curve in the direction sought with a large enough effect; inconclusive means small, poorly fitted or top-dose-only effect, or another doubt; inactive means no such curve, though single readings can be large; an effect the other way counts as inactive or inconclusive.

molecule,ATXN2 expr inh,KB-V1 MDR tox,KB-3-1 cytotox,HT1080 IDH1KD tx,WRN inhibitor,HT1080NT lethal,SW480 rereplic,IL1B secr inh,MCF10A rerep
CN(C)c1ccc(C(=O)n2nnc3ccccc32)cc1,19%,10%,4%,16µM*,-16%,?,-3%,·,7%
CCOC(=O)C1CCN(c2ncnc3c2c(-c2ccccc2)cn3-c2ccccc2)CC1,-6%,-19%,5%,-22%,-14%[57.1 µM],-10%,?,-21,?
Cc1cccc(N2C(=O)c3cccnc3C2=O)c1,7%,2%,0%,7%,8%,0%,-6%,3,-9%
O=C(N/N=C/c1ccc(O)c2ncccc12)c1cccc(Br)c1,?,?,2.6µM*,18µM*,9%,23µM*,?,121,18µM*
COc1ccc(CNC(=O)C(=O)NCCCn2ccnc2)cc1,-23%,-16%,-5%,7%,-2%,-1%,-12%,-22,10%
CCc1ccccc1N1CSC2=C(C#N)C(c3cc(OC)c(OC)cc3OC)CC(=O)N2C1 (stereo not given),-5%,2%,-4%,-8%,-7%,-6%,1%,-10,0%
CCN(CC(=O)NCc1ccc(F)cc1)S(=O)(=O)c1ccc(C)cc1,3%,23%,19%,4%,-7%[57.1 µM],6%,-16%,9,2%
CCC(CC)Nc1ccc(C(CC(N)=O)NC(=O)c2ccccc2)cc1[N+](=O)[O-] (stereo not given),4%,-7%,-3%,11%,4%,14%,-15%,-2,-23%
CC(=O)c1c(OCC(=O)O)ccc2c(C)cc(=O)oc12,4%,5%,9%,-2%,8%,12%,4%,17,-3%
O=C(O)CC(NC(=O)c1cccc(F)c1)c1ccc(OC2CCCC2)cc1 (stereo not given),·,-7%,1%,9%,10%,4%,-4%,12,-2%
CC1(C)CC(=O)c2cnc(NC(=O)CSC(=S)N3CCCCC3)nc2C1,-16%,-4%,0%,2%,7%,5%,-9%,26,-2%
O=C(C[n+]1ccccc1)N/N=C/c1ccccc1[N+](=O)[O-],-10%,-3%,6%,4%,5%,0%,0%,25,-4%
CC(=O)NC(Cc1c[nH]c2ccccc12)C(=O)NCc1ccc2c(c1)OCO2 (stereo not given),3%,2%,6%,6%,-11%,4%,4%,10,8%
Cc1ccccc1CSc1ncnc2ccccc12,23%,-5%,-2%,-20%,-10%,-21%,4%,-14,14%
O=C(CCC(=O)N1CCCC1)Nc1nnc(C(F)(F)F)s1,5%,7%,21%,1%,-10%,-2%,-8%,-3,?

molecule,ATXN2 expr inh,KB-V1 MDR tox,KB-3-1 cytotox,HT1080 IDH1KD tx,WRN inhibitor,HT1080NT lethal,SW480 rereplic,IL1B secr inh,MCF10A rerep
COc1ccc(OC)c(NS(=O)(=O)c2ccc3c(c2)C(C)(C)C(=O)N3C)c1,2%,5%,3%,-3%,1%,-6%,-1%,-4,4%
CC(=O)OC(C(=O)N1CCOCC1)c1c(F)cccc1F (stereo not given),·,?,1%,11%,1%,7%,13%,-8,-1%
CCOc1cc(-c2noc(CCC(=O)NCC3CCCO3)n2)ccc1OC (stereo not given),1%,-17%,11%,11%,-1%,7%,-9%,2,10%
O=C(NCCN1CCOCC1)c1cc(Cl)ccc1Cl,225%[activator],-5%,0%,-1%,1%,-14%,-11%,0,-2%
COc1ccc(-c2sc3ccccc3c2-c2ccc(OCCN3CCCCC3)cc2)cc1,-8%,?,?,-20%,-6%,-16%,?,?,?
CC1CCCN(C(=O)C2CCN(S(=O)(=O)c3cccs3)CC2)C1 (stereo not given),1%,-8%,2%,15%,-7%,7%,-4%,0,0%
Cc1ccc(NCc2nnc(SCC(=O)c3ccccc3)o2)c(C)c1,-4%,-12%,7%,-13%,-10%,-23%,7%,7,9%
COc1ccc(NC(=O)c2ccc(S(=O)(=O)N3CCOCC3)o2)cc1,-25%,2%,-1%,1%,-4%,5%,-5%,0,?
CN(C)CCNc1ncnc2c1cnn2-c1ccc(Cl)cc1,?,?,?,?,7%,21µM*,?,7,-4%
N=c1n(CCc2ccccc2)c2ccccc2n1Cc1ccccc1F,2%,24%,2%,?,-3%,-21%,?,-81*,?
COCc1nc(-c2cc(OC)c(OC)c(OC)c2)no1,3%,-6%,-1%,13%,0%,2%,3%,0,663%[0.0737 µM]
Cc1ccc(OCc2cc(C(=O)NC3CCCCC3)no2)cn1,·,?,?,15µM*,-6%,?,-28%,19,-1%
C=CCn1c(=O)c2ccccc2n2c(SCC(=O)/C(C#N)=C(\C)N)nnc12,-7%&-12%,?,-2%&12%,1%&-1%,-5%&2%,1%&12%,-7%&-1%,8&0,-8%&-5%
CCOC(=O)N1CCN(c2nnc(-c3ccc(C)cc3)c3ccccc23)CC1,?,0%,-1%,-28%,0%,-22%,-4%,-67*,13%
Cc1ccc(NC(=S)Nc2cccc3ccccc23)cc1,71%[activator],8%,26%,-14%,0%,0%,-2%,30,6%

Some of these compounds in order of the WRN inhibitor value, largest number first.
| SMILES | WRN inhibitor |
| --- | --- |
| CC(=O)OC(C(=O)N1CCOCC1)c1c(F)cccc1F (stereo not given) | 1% |
| CCOc1cc(-c2noc(CCC(=O)NCC3CCCO3)n2)ccc1OC (stereo not given) | -1% |
| COc1ccc(-c2sc3ccccc3c2-c2ccc(OCCN3CCCCC3)cc2)cc1 | -6% |

(listing goes on)
molecule,ATXN2 expr inh,KB-V1 MDR tox,KB-3-1 cytotox,HT1080 IDH1KD tx,WRN inhibitor,HT1080NT lethal,SW480 rereplic,IL1B secr inh,MCF10A rerep
COc1ccc(CCN=C(N)NS(=O)(=O)c2ccc(OC)c(OC)c2)cc1OC,8%,29%,8%,1%,1%,0%,1%,-2,-1%
O=C(COC(=O)C1CCC1)c1c[nH]c2ccccc12,7%,18%,7%,-2%,-2%,-1%,-4%,41,-4%
O=C(c1ccc(-c2cccc(C(F)(F)F)c2)o1)N1CCN(c2ccccc2)CC1,-7%,-13%,-3%,2%,-3%,2%,6%,-2,3%
CC1(C)CN(c2ccc(Br)cc2Br)C1=O,-17%,2%,-5%,2%,-1%,7%,-20%,0,-2%
COc1ccc2[nH]c3c(=O)n(CCCCC(=O)NCCN4CCCC4)c(=S)[nH]c3c2c1,0%,?,4%,2%,?,2%,-11%,-19,23%
COc1cccc(N=C2SC(C(=O)Nc3ccc(F)cc3)CC(=O)N2C)c1 (stereo not given),-14%,-27%,-2%,-4%,-19%,-24%,-2%,-18,-6%
CCNC(=S)/N=C(\N)Nc1nc(C)c2cc(C)ccc2n1,31%[activator],9.2µM*,?,1%,-6%,-4%,6%,-91*,6%
CC1(C(=O)Nc2cccc(-n3cnnn3)c2)Cc2ccccc2C(=O)O1 (stereo not given),0%,12µM*,1%,9%,3%,3%,12%,19,-1%
Cc1c(C(=O)NC(Cc2ccccc2)c2nc3ccccc3[nH]2)cccc1[N+](=O)[O-] (stereo not given),-11%,?,-14%,-12%,-6%,-14%,?,-9,20%
Cc1onc(-c2ccccc2)c1NC(=O)N(CCC#N)Cc1cccs1,·,-23%,2%,0%,4%,-1%,-16%,24,0%
O=C(NNC(=O)C12CC3CC(CC(C3)C1)C2)c1ccccc1[N+](=O)[O-],-1%,-4%,1%,0%,-1%,-2%,-18%,-4,-9%
Cc1cc(Oc2ccc(-c3nnc(-c4ccccc4)o3)cc2[N+](=O)[O-])ccc1Cl,-6%,-14%,5%,10%,3%,-1%,-10%,0,5%
CCc1c(C(=O)N/N=C/c2ccc(C)o2)csc1C,6%,-2%,4%,1%,4%,-1%,-2%,-9,?
O=C(COc1cccc2c1CCN(Cc1ccc(Br)cc1)C2=O)NCc1ccco1,-12%,2.6µM*,?,-2%,-14%,-5%,0%,-28,25%
CCCCn1c(N)c(N(C)C(=O)c2ccc(Br)o2)c(=O)[nH]c1=O,0%,25%,3%,3%,1%,10%,-9%,14,10%

molecule,ATXN2 expr inh,KB-V1 MDR tox,KB-3-1 cytotox,HT1080 IDH1KD tx,WRN inhibitor,HT1080NT lethal,SW480 rereplic,IL1B secr inh,MCF10A rerep
N#CCCCc1cc2ccccc2cn1,10%,0%,0%,6%,7%,3%,-8%,0,2%
COC(=O)C(C)Nc1cccc(Br)c1 (stereo not given),·,-4%,14%,2%,6%,0%,?,5,2%
Cc1cc(C)c(NC(=O)COC(=O)c2ccc([N+](=O)[O-])s2)c(C)c1,-2%,-2%,-5%,-18%,6%,-7%,-63%[inhibitor],9,5%
CNC(=O)c1c(NC(=O)C(C)C)sc2c1CCC2,-2%,-8%,-1%,0%,-5%,4%,7%,18,-5%
CN=c1scc(C)n1/N=C/c1ccc(O)cc1O,2%,-15%,?,-20%,?,-14%,-5%,-3,19%
CN(c1ccccc1)S(=O)(=O)c1ccc(Cl)c(C(=O)NCc2ccco2)c1,-5%,-4%,0%,10%,9%,4%,-1%,19,-19%
CCc1cccc(NC(=O)c2cc(OC)c(OC)c(OC)c2)c1,·,?,?,?,-23%,-12%,-5%,0,?
CNC(=O)CSc1nnc(-c2cccc(S(=O)(=O)N3CCOCC3)c2)n1-c1ccc(F)cc1,-5%,4%,6%,-4%,0%,1%,0%,24,-2%
S=c1nc(-c2sccc2OCc2ccc(Cl)cc2Cl)[nH][nH]1,-18%,?,5%,11%,0%[57.1 µM],-9%,0%,48,7%
Cc1ccc(-n2c(=O)c3sccc3n(Cc3cc(=O)n4cc(Cl)ccc4n3)c2=O)cc1F,0%,?,21%,-1%,-3%,-14%,5%,-12,-27%
O=c1[nH]c(NCCO)nc2c1C1(CCCC1)Cc1ccccc1-2,2%,2%,1%,-1%,-2%,-7%,-1%,-12,?
CCCc1cc(=O)[nH]c(SCC(=O)N2CCCCCC2)n1,-5%,?,1%,2%,6%,-13%[9.24 µM],-3%,44,-1%
O=c1ccn(Cc2ccccc2Cl)cc1,2%,9%,10%,2%,3%,-5%,-5%,12,2%
